# Compound activity from PubChem BioAssay.
# AID inhibitor – activation induced cytidine deaminase inhibition; AID deamination FRET fluorescence, UDG-coupled, 4 h; Potency, µM (titrated, usually from 115 µM), for inactives: at the top dose activity change, negative = inhibition, actives largely listed as inhibitors; actives 0.32% (n = 91,000); AID 1347428; further: nearly all actives have a fitted effect of over 25% in size
# Target sequence (Q9GZX7 whole entry, looked up): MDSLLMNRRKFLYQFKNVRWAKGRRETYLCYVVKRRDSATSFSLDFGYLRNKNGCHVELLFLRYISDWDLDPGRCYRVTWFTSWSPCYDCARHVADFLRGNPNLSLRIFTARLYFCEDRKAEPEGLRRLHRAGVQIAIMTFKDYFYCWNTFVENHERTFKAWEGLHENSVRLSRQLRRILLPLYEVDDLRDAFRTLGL
# UDG counterscr – UDG inhibition counter-screen. FRET deamination/UDG coupled assay, UDG read, 4 h. Potency, µM (top dose mostly 115 µM), inactives show at the highest dose activity change, negative = inhibition, actives largely listed as inhibitors. actives 0.14% (n = 91,000). AID 1347430; further: nearly all actives have a fitted effect of over 65% in size
# Numbers without * were called inactive; ? = inconclusive; [ ] = remark or other dose. The call rests on the fitted dose curve; in most records, active means well fitted curve in the direction sought with a large enough effect; inconclusive means small, poorly fitted or top-dose-only effect, or another doubt; inactive means no such curve, though single readings can be large; an effect the other way counts as inactive or inconclusive. On the % scale 0 is the no-effect control and ±100 the full control effect; potency means the concentration at half of the fitted maximal effect. These rows are one share of the data (hit frequency here may not be typical).
# The first 2 records as a preview:
SMILES,AID inhibitor,UDG counterscr
Nc1c(C(=O)Nc2ccccc2)nnn1Cc1ccc(F)cc1Cl,3%,0%
Cc1ccc(N=c2scc(-c3ccccc3)n2-c2ccc(C)cc2)cc1,4%,-2%

# The listing, from the first entry:
SMILES,AID inhibitor,UDG counterscr
Nc1c(C(=O)Nc2ccccc2)nnn1Cc1ccc(F)cc1Cl,3%,0%
Cc1ccc(N=c2scc(-c3ccccc3)n2-c2ccc(C)cc2)cc1,4%,-2%
O=C(c1n[nH]c(=O)c2ccccc12)N1CCN(S(=O)(=O)c2ccccc2)CC1,-1%,2%
COc1cc(/C=C(/C#N)C(=O)c2ccccc2)cc(Cl)c1O,-7%,-7%
Cc1ccc(C)c(OCCn2cc(C(=O)c3cccs3)c3ccccc32)c1,-4%,5%
O=C(Nc1c(NC2CCCCC2)c2ccccc2oc1=O)c1ccccc1Cl,-6%,6%
Cc1ccc(OC(C)C(=O)NC2CCCC2)c(C)c1 (centres undefined),-9%,0%
CC(C)CN(C(=O)CN(C)C(=O)Cc1ccc(Cl)cc1)c1c(N)n(CC(C)C)c(=O)[nH]c1=O,-7%,-7%
CCc1cc(=O)[nH]c(SCc2nc(-c3cccc(Cl)c3)no2)n1,-16%,-14%[57.5 µM]
CCOC(=O)C1CCN(C(=O)c2ccc3c(c2)sc2nc(-c4ccc(OC)cc4)cn23)CC1,-13%,5%[57.5 µM]
CCCCN(CC)CCCNC(=O)c1nn(C)c2c1CSc1ccccc1-2,?,-4%[57.5 µM]
Cc1ccc(C)c(NC(=O)Cn2nc(C)c3nn(-c4ccc(Cl)cc4)c(C)c3c2=O)c1,1%,-6%
CCOc1ccc2nc(N3CCCC(C(=O)NCc4ccccc4OC)C3)sc2c1 (centres undefined),-1%,8%
O=C(CCc1cccnc1)NCCC12CC3CC(CC(C3)C1)C2,-2%,-4%
COC(=O)c1c(-c2cccs2)csc1NC(=O)COc1ccccc1,65%[activator],-7%
Cc1cc(C)nc(Nc2ncc(O)n2-c2ccccc2)n1,1%,2%
Cc1[nH]c2ccccc2c1C(=O)/C=C/c1ccc(F)c(F)c1,-10%,-10%
O=C(O)c1cccnn1,3%,5%
Cc1ccc(NC(=O)c2nnn(Cc3ccccc3)c2N)cc1C,-4%,-3%
O=c1c2oc3ccccc3c2n(Cc2ccc(Cl)cc2)c(=O)n1Cc1ccco1,9%,-2%
CCCCCCc1cc2cc(-c3nnc(-c4cccc(Cl)c4)o3)c(=O)oc2cc1O,14%,3%[57.5 µM]
Cc1c(NC(=O)c2cccc3c(Cl)cccc23)cccc1-c1nc2ccccc2o1,14%,-14%
CC1CCn2c(nc3cc(C(=O)NCc4ccc(OC(C)C)cc4)ccc32)C1 (centres undefined),-13%,5%[57.5 µM]
COc1cc2nc(CSCC(=O)N3CCCC3)[nH]c(=O)c2cc1OC,3%,-1%
c1ccc(CCNc2nc(Nc3ccccc3)c3nccnc3n2)cc1,-10%,-4%
Cc1ccc(S(=O)(=O)C(CNC(=O)c2ccc(C(F)(F)F)cc2)c2ccco2)cc1 (centres undefined),?,?
CCn1c(SCc2c(F)cccc2Cl)nc(=O)c2c(C(=O)OC)cc(C3CC3)nc21,-8%,-12%
COC(=O)c1cc2oc3ccccc3c2n1Cc1c(F)cccc1Cl,-2%,-10%
CCOC(=O)c1c(C)[nH]c(C)c1S(=O)(=O)N1CCCC(C(=O)Nc2ccc(C)c(N(C)C)c2)C1 (centres undefined),-5%,-15%
FC(F)(F)c1cccc(/C=C(/Cl)c2nc3ccccc3[nH]2)c1,-7%,-8%
CC(C)(C)OC(=O)N1CCC(c2c(C(=O)NCCc3ccccc3)cnn2-c2ccc(F)cc2)CC1,?,-16%
CCn1c(CCNC(=O)c2ccccc2F)nnc1SCC(=O)N1CCN(c2ccccc2)CC1,8%,12%
CCn1cc(/C=C(\NC(=O)c2cc(OC)c(OC)c(OC)c2)C(=O)NCCCn2ccnc2)c2ccccc21,15%,6%
Cc1ccc(C(=O)Nc2sc3c(c2C(=O)N2CCN(C)CC2)CCCCC3)cc1,2%,-5%
O=C(COC(=O)c1cccc(F)c1)c1ccc([N+](=O)[O-])cc1,2%,-15%
Cc1[nH]c2ccc(F)cc2c1CC(=O)NCC(C)(C)CN(C)C,0%,-5%
CCOC(=O)c1c(NC(=O)CCN2CCC(C)CC2)sc2c1CC(C)(C)OC2,-9%,12%
CCOC(=O)c1ccccc1NC(=O)CN1C(=O)CC(c2ccco2)Sc2ccccc21 (centres undefined),20%,5%
CCOc1ccc(S(=O)(=O)N2CCN(C(C(=O)O)c3c[nH]c4cc(Cl)ccc34)CC2)cc1 (centres undefined),-6%,-4%
Cc1cccc(C(=O)Nc2ccc(-c3nc4cc(C(C)C)ccc4o3)cc2)c1,-15%,-27%
Cc1cccc(Cn2cc3c(=O)n(CC(=O)Nc4c(C)cccc4C)nc-3c3cc(F)ccc32)c1,4%,-10%[57.5 µM]
CC(C)=C(C#N)c1nc2ccccc2[nH]1,2%,-8%
O=C(NCc1cccs1)c1ccc2c(c1)N(Cc1ccccc1Cl)C(=O)c1ccccc1S2,-26%,-15%[57.5 µM]
Cc1cccc(-c2nc3scc(CCNS(=O)(=O)c4c(C)noc4C)n3n2)c1,0%,1%[57.5 µM]
O=C1CC(c2nc3ccccc3n2CCCOc2ccccc2)CN1c1ccc(F)cc1 (centres undefined),10%,?
O=C(CCCCCCCC(=O)N/N=C/c1ccc(Cl)cc1)N/N=C/c1ccc(Cl)cc1,13%,6%
COc1ccccc1C(=O)Nc1c(C(=O)Nc2ccc(C)cc2)oc2ccccc12,5%,3%
N#Cc1ccc(/C=N/N=C(N)N)cc1,-2%,-4%
Cc1cc(Nc2cccc(Cl)c2)nc2ccc(NC(=O)CCC3CCCC3)cc12,-8%,-12%
COc1ccc2c(c1)CCC/C2=N\OC(=O)c1cc(Cl)ccc1SC,16%,-3%
COc1ccc(-c2csc3nc(-c4ccc(F)cc4)oc(=O)c23)cc1OC,-4%,-7%
CCCOc1ccc(C(=O)Nc2nonc2-c2ccc(OCC)cc2)cc1,2%,1%[57.5 µM]
CC(=O)c1ccc(Nc2cc(C)nc3nc(Cc4ccc(Cl)cc4)nn23)cc1,-26%,2%
O=C(Nc1ccc(F)cc1F)N1CCc2c(sc3c2CCCC3)C1c1ccc(F)cc1 (centres undefined),2%,-13%
Cc1ccc(NC(c2ccc(Cl)cc2)c2nnc(-c3cccc(F)c3)o2)cc1C (centres undefined),39%[activator],0%
CC(C)=C/C(C)=N/Nc1ccc(S(N)(=O)=O)cc1[N+](=O)[O-],-8%,0%
COc1ccc(CC(=O)NC(C)c2nnc(SCC(=O)c3ccc(OC)cc3)n2C)cc1 (centres undefined),-9%,?
COCCNC(=O)c1cnc2sc(N3CCC(C)CC3)nn2c1=O,17%,40%[activator]
O=C(NCCCN1CCN(Cc2ccccc2)CC1)c1ccccc1C(F)(F)F,0%,7%
O=C1C(c2ccccc2)=C(c2ccccc2)c2ccccc21,-14%,-3%

# Carrying on:
SMILES,AID inhibitor,UDG counterscr
Cc1cc(F)ccc1NCc1ccccc1-c1nnc(-c2ccccc2Cl)o1,-22%,-14%
CC(C)CC(NC(=O)C1CCC(C(C)C)CC1)C(=O)O (centres undefined),1%,-11%
CC1CCCN(Cc2c(O)ccc3c(=O)c(-c4ccc(Cl)cc4)c(C(F)(F)F)oc23)C1 (centres undefined),19%,33%[activator]
CC(=O)c1sc(NC(C)C)c(C#N)c1N,29%,4%
CC1CCN(S(=O)(=O)c2ccc3nc(N4CCN(c5ccc(F)cc5)CC4)ccc3c2)CC1,10%,-11%[57.5 µM]
CCOc1ccc(C2CCCN2Cc2coc(-c3ccc(OC)cc3)n2)cc1 (centres undefined),-11%,-9%
CCOc1ccc(C(=O)N2N=C(C)CC2(O)C(F)(F)F)cc1 (centres undefined),-3%,9%
CNS(=O)(=O)c1ccc(Nc2c(C)nn(C)c2C)c([N+](=O)[O-])c1,-5%,-4%
Cc1ccc(NC(=O)/C=C/c2ccc(C)o2)c(C)c1,8%,40%[activator]
CCOC(=O)c1nnc2c(-c3ccc(OC)cc3)c(C)nn2c1N,-3%,-5%
O=C(/C=C/c1cccc(O)c1)c1ccc(F)cc1,?,-12%
Cn1c(=O)c2c(nc(CN3CCN(Cc4ccccc4)CC3)n2CCc2ccccc2)n(C)c1=O,-8%,5%
O=c1cc(C(F)(F)F)[nH]c(=S)[nH]1,1%,3%
CCOC(=O)c1ccc(N2C(=O)c3n[nH]c(C)c3C2c2ccccc2OC)cc1 (centres undefined),-25%,-2%
COCCCNC(=S)NNC(=O)CSCc1ccccc1,0%,-1%
Cc1nc(Nc2nc(C(C)C)cc(=O)[nH]2)nc2c(C)cccc12,-12%,1%
O=C(c1ccc(Br)cc1)N1CCC(c2nc3ccccc3s2)CC1,-21%[57.5 µM],-6%[57.5 µM]
CC(C)OCc1ccccc1CNS(=O)(=O)c1ccc(Br)cc1Cl,-6%,0%
CCc1ccccc1NC(=O)CN(C)C(=O)c1nn(-c2ccccc2)c2c1CCC2,5%,5%
CCC(C)NC(=O)CCNC(=O)Cc1c(C)nc2nc(N)nn2c1C (centres undefined),-5%,0%

# Ordered by molar mass (rising): some entries from above.
SMILES,AID inhibitor,UDG counterscr
O=c1cc(C(F)(F)F)[nH]c(=S)[nH]1,1%,3%
CC(=O)c1sc(NC(C)C)c(C#N)c1N,29%,4%
Cc1ccc(NC(=O)/C=C/c2ccc(C)o2)c(C)c1,8%,40%[activator]
O=C1C(c2ccccc2)=C(c2ccccc2)c2ccccc21,-14%,-3%
CC(C)CC(NC(=O)C1CCC(C(C)C)CC1)C(=O)O (centres undefined),1%,-11%
Cc1nc(Nc2nc(C(C)C)cc(=O)[nH]2)nc2c(C)cccc12,-12%,1%
CCOc1ccc(C(=O)N2N=C(C)CC2(O)C(F)(F)F)cc1 (centres undefined),-3%,9%
CCOC(=O)c1nnc2c(-c3ccc(OC)cc3)c(C)nn2c1N,-3%,-5%
CNS(=O)(=O)c1ccc(Nc2c(C)nn(C)c2C)c([N+](=O)[O-])c1,-5%,-4%
CCC(C)NC(=O)CCNC(=O)Cc1c(C)nc2nc(N)nn2c1C (centres undefined),-5%,0%
COCCNC(=O)c1cnc2sc(N3CCC(C)CC3)nn2c1=O,17%,40%[activator]
CCOc1ccc(C2CCCN2Cc2coc(-c3ccc(OC)cc3)n2)cc1 (centres undefined),-11%,-9%
CCOC(=O)c1ccc(N2C(=O)c3n[nH]c(C)c3C2c2ccccc2OC)cc1 (centres undefined),-25%,-2%
Cc1cc(F)ccc1NCc1ccccc1-c1nnc(-c2ccccc2Cl)o1,-22%,-14%
CCc1ccccc1NC(=O)CN(C)C(=O)c1nn(-c2ccccc2)c2c1CCC2,5%,5%
O=C(NCCCN1CCN(Cc2ccccc2)CC1)c1ccccc1C(F)(F)F,0%,7%
CC(C)OCc1ccccc1CNS(=O)(=O)c1ccc(Br)cc1Cl,-6%,0%
CC1CCCN(Cc2c(O)ccc3c(=O)c(-c4ccc(Cl)cc4)c(C(F)(F)F)oc23)C1 (centres undefined),19%,33%[activator]
COc1ccc(CC(=O)NC(C)c2nnc(SCC(=O)c3ccc(OC)cc3)n2C)cc1 (centres undefined),-9%,?
CC1CCN(S(=O)(=O)c2ccc3nc(N4CCN(c5ccc(F)cc5)CC4)ccc3c2)CC1,10%,-11%[57.5 µM]
Cn1c(=O)c2c(nc(CN3CCN(Cc4ccccc4)CC3)n2CCc2ccccc2)n(C)c1=O,-8%,5%
